C2C12 statin – suppressors of statin myotoxicity in C2C12 myotubes, primary screen, cell-based, single point, plate reader | C2C12 myotubes + simvastatin, ATP luminescence, 48 h; scaled: DMSO 0, geranylgeraniol control 100 | rescue of ATP level, % at 7.49 µM | 0.78% of 330,000 active;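 active = mean ATP rescue above about 67%, or every replicate alone reaching that limit, limit read from the data, passing the limit was not always enough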;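 note: myotubes were challenged with 10 µM simvastatin during compound exposure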
PGC1a acetyl inh – inhibitors of PGC1a acetylation signal, primary screen, cell-based, U2OS, AlphaScreen, inhibitor mode; AlphaScreen anti-acetyl-lysine; with virally co-expressed GCN5 acetyltransferase; inhibition, % at 15.6 µM; 0.17% of 350,000 active; AID 651687, 2012;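 active = every replicate shows inhibition of at least 40%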;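 note: 0% = neutral control wells and 100% = positive control wells; some results beyond the cut were filed as inactive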
Cneo AK release – Cryptococcus neoformans cell lysis inducers, primary screen, AK release luminescence, single concentration | C. neoformans lysis, adenylate kinase release luminescence, 4 h; normalised: neutral wells 0, clomiphene wells 100 | AID 651654, 2012 | 0.2% of 360,000 active | lysis activity, % at 15 µM;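 active = mean lysis activity across replicates of at least 80%, whatever share of replicates individually reach that level; inactive = mean lysis activity below 80%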
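Test system: log-phase Cryptococcus neoformans yeast cells; Quantity: yeast cell density of 5 × 10^6 cells/mL; Buffer or medium: YPD; Doses: single compound concentration per well; Timing: 4 h at 37 °C static, read 1 h later; Measured by: AK luminescence; Read-out basis: lysis from increased AK signal; Control set: Clomiphene as positive control.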
ERAP1 HTS inh – human ERAP1 aminopeptidase inhibitors, primary screen, biochemical, single point, plate reader; recombinant ERAP1, Leu-AMC fluorescence, 60 min; inhibition, % at 10.7 µM; 0.15% of 340,000 active;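 active = mean replicate inhibition of at least 30%, or all replicates individually reaching that 30% level; inactive = mean below 30% and not every replicate reaching it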;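 note: 0% = neutral control wells and 100% = L-leucinethiol positive control wells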
Target sequence (Q9NZ08 whole entry, looked up): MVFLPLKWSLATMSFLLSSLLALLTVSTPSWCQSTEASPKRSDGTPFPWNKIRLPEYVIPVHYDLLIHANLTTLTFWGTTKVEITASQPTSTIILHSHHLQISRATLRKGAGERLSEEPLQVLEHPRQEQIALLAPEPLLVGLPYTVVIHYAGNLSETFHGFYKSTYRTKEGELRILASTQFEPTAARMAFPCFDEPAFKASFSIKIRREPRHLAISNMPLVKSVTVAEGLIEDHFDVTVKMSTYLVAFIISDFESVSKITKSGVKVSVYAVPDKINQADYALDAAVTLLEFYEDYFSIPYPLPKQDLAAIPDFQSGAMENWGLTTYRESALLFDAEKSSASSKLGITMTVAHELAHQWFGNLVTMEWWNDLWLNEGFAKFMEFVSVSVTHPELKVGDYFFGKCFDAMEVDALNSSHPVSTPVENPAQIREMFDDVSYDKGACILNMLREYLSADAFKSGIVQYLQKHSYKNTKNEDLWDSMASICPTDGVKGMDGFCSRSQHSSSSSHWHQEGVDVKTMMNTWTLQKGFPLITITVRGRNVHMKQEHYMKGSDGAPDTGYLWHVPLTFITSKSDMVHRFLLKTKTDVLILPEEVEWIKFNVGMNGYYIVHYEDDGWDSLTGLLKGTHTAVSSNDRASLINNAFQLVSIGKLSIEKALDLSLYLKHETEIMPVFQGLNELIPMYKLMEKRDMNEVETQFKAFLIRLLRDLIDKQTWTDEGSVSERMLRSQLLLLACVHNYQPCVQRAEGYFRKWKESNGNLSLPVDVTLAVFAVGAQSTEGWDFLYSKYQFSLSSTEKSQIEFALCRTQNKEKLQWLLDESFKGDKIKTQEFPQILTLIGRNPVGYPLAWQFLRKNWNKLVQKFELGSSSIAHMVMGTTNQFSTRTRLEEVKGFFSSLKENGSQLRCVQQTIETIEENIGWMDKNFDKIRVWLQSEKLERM
SIRT5 block – SIRT5 desuccinylase inhibitors, primary screen, biochemical, fluorescence imaging, single point, set 5; 1.1% of 330,000 active; NAD-dependent protein deacylase sirtuin-5, mitochondrial (Homo sapiens), Q9NXA8; inhibition, % at 15 µM; Purified SirT5, succinyl-peptide AMC, trypsin-coupled fluorescence; in the data active = inhibition above about 15%
S100A4 inh HTS – inhibitors of S100A4-myosin IIA peptide binding, primary screen, biochemical, fluorescence polarization, TAMRA-MyoIIA peptide | 0.14% of 360,000 active | inhibition, % at 10.7 µM | Protein S100-A4 (Homo sapiens), P26447 | AID 652163, 2013;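 active = mean inhibition of at least 70% across replicates, with every replicate also reaching that level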
Target sequence (P26447 whole entry, looked up): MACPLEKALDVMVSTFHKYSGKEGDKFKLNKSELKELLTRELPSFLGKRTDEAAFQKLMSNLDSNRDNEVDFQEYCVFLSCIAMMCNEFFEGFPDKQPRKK
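incubation = readout 5 min after mixing, signal stable up to 60 min | system = S100A4 monomer protein | buffer or medium = HEPES pH 7.2 with CaCl2, KCl, NaCl, DTT, Triton | benchmarks = neutral control DMSO, positive control TFP | also added = fluorescent myosin IIA peptide, 5 nM | compound dosing = one concentration per compound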
XiGFP reactiv – activators of inactive X chromosome reactivation, primary screen, imaging, XiGFP fibroblasts, GFP high-content imaging, set 2; XiGFP mouse fibroblasts, % GFP-positive cells imaging, 3 d; cells co-treated with 5-aza-dC sensitizer; scaled so ellipticine positive control = 100%; activation, % at 7.58 µM; 0.055% of 360,000 active; AID 743238, 2013;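 active = mean normalized replicate activation at least 10% and every replicate at or above 10%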;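 note: 0% = median of on-plate neutral control wells and 100% = ellipticine 6 µM median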
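System: 68-5-11 XiGFP fibroblast line; Timing: 3 days compound exposure; Compound dosing: one concentration, pinned; Benchmarks: positive control ellipticine, 6 µM final; Buffer or medium: DMEM containing 5-aza-dC.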
LGR2 inh – inhibitors of bursicon-induced LGR2 CRE-luciferase signal, primary screen, cell-based, HEK293, CRE-luciferase reporter, bursicon stimulation; bursicon-stimulated, 4 h; inhibition, % at 9.99 µM; 0.35% of 380,000 active; AID 720647, 2013; Drosophila bursicon receptor LGR2 (rickets);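 active = drop in luminescence signal, shown as inhibition above about 50% in the replicate tests, limit read from the data, passing the limit was not always enough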;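 note: agonist challenge used bursicon conditioned medium at about half maximal strength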
Active calls of the source: *; nt = no result given. Only part of the results is shown. The share of hits here may be higher or lower than overall.

SMILES	C2C12 statin	PGC1a acetyl inh	Cneo AK release	ERAP1 HTS inh	SIRT5 block	S100A4 inh HTS	XiGFP reactiv	LGR2 inh
Cc1noc(C)c1S(=O)(=O)Nc1ccc2c(c1)C(=O)N([C@H](C)CO)C[C@H](C)[C@@H](CN(C)C(=O)NC1CCCCC1)OCCCC[C@@H](C)O2	-68	nt	2	0	-2	3	-0.9	-15
Cc1ccc(CNC(=O)CSc2nc3ccsc3c(=O)n2Cc2ccccn2)cc1	1	-3	0	4	-2	-1	0.1	12
CSc1ccc(C=O)cc1	-4	-9	-1	-2	nt	0	nt	5
CNC[C@H]1OCCCC[C@H](C)Oc2ccc(NS(=O)(=O)c3ccccc3)cc2C(=O)N([C@H](C)CO)C[C@@H]1C	15	0	nt	nt	nt	nt	-0.9	-31
O=C(O)C[C@@H]1CC[C@@H](NC(=O)Nc2ccccc2)[C@H](CO)O1	7	-2	27	-3	0	-18	0.0	3
CC(C)C(=O)N1CCN(c2ccc(NC(=O)c3ccc([N+](=O)[O-])o3)cc2Cl)CC1	nt	30	nt	-3	0	-2	0.0	18
CCOc1ccc(S(=O)(=O)N2CCN=C2c2ccccc2)cc1	-22	-8	4	-8	-6	13	0.1	16
Cc1ccc2cccc(Oc3ncnc4sc(C)c(C)c34)c2n1	7	2	nt	0	3	-2	0.0	8
COc1ccc(S(=O)(=O)N[C@@H]2C=C[C@@H](CC(=O)NCCc3ccccc3)O[C@H]2CO)cc1	-1	0	2	0	-3	10	0.1	5
O=[N+]([O-])c1ccccc1NCc1c(O)ccc2ccccc12	7	nt	1	0	-1	-4	0.1	-16
Cc1cccc(OCC(=O)NCC2CCCO2)c1C (configuration not stated)	nt	nt	nt	2	2	0	0.0	10
Cc1ccc(C(=O)NCCCNC(=O)c2ccc(Cl)cc2)cn1	5	nt	nt	-3	-1	2	0.2	-1
NC(=O)[C@@H]1CCCN1C(=O)c1ccc2nc(Cc3ccccc3F)oc2c1	4	5	2	-3	-1	-10	-0.1	7
CCOc1ccc(-c2cnc(N)n2C)cc1	-7	nt	0	2	-2	-2	0.2	-25
CCOc1cc(/C=N\NC(=O)C2C(=O)NCC2c2ccccc2)ccc1OC (configuration not stated)	nt	15	2	nt	nt	nt	0.0	-16
O=C(/C=C/Nc1ccc(Oc2ccccc2Cl)cc1)c1ccco1	nt	36	nt	-1	-2	0	0.0	-78
Cc1ccc(N=C2C(=O)Nc3ccccc32)cc1C	8	6	-9	5	0	2	0.0	nt
COc1ccc(Nc2cccc3ccccc23)cc1	42	22	-3	-2	nt	-7	0.0	-30
CCC(C(=O)Nc1ccc(C(C)C)cc1)c1ccccc1 (configuration not stated)	nt	-8	nt	-2	0	-1	0.2	-35
C[C@@H]1CN([C@H](C)CO)C(=O)c2cc(-c3cncnc3)cnc2O[C@H]1CN(C)C(=O)Cc1cccnc1	4	10	1	-4	1	12	-0.6	3
COc1ccc(CN(C)C[C@@H]2Oc3c(NC(=O)C4CCCCC4)cccc3C(=O)N([C@H](C)CO)C[C@@H]2C)cc1	17	12	-6	4	-1	12	0.1	18
CO[C@@H](CN(C)Cc1nccs1)[C@H](C)CN([C@@H](C)CO)S(=O)(=O)c1ccc(C)cc1	11	-1	1	0	12	-2	0.1	0
COC(=O)c1cc(S(=O)(=O)NCCc2cccc(C)c2)cn1C	5	11	-1	4	-5	2	0.0	4
OC[C@@H]1[C@@H](c2ccccc2)C2(CN(Cc3nccs3)C2)N1CCC(F)(F)F	nt	-6	nt	6	1	4	0.0	11
CN(C)c1cccc(C(=O)NNC(=O)CN2C(=O)C3CC=CCC3C2=O)c1 (configuration not stated)	-2	22	-9	-4	0	-2	0.2	-61
More structures
SMILES	C2C12 statin	PGC1a acetyl inh	Cneo AK release	ERAP1 HTS inh	SIRT5 block	S100A4 inh HTS	XiGFP reactiv	LGR2 inh
COc1cccc(N2CCN(C(=O)c3ccc4nc(N5CCCCC5)sc4c3)CC2)c1	28	-5	5	nt	nt	-2	0.3	-103
CCN1CCc2c(sc(NC(=O)c3ccc(S(=O)(=O)N4CCCC4)cc3)c2C(=O)NC)C1	nt	nt	10	3	3	-28	0.0	-15
O=C(NC(=S)Nc1ccc(Cl)c(C(=O)O)c1)c1ccc(OCc2ccccc2)cc1	-1	nt	1	-44	5	-3	0.0	5
COC(=O)C(C(=O)OC)c1ccccc1NS(=O)(=O)c1cccc2ccccc12	nt	nt	nt	3	-1	-6	0.0	-16
CC1CC(C)CN(CCC(=O)Nc2ccc(Br)cc2)C1 (configuration not stated)	5	-23	-2	4	nt	-6	0.2	-10
CCCc1nn(C)c2c(=O)[nH]c(-c3cc(S(N)(=O)=O)ccc3OCC)nc12	-6	nt	0	-2	0	-3	0.0	-9
Cc1csc(=O)n1CCC(=O)OCC(=O)NNC(=O)c1ccc(Br)cc1	0	nt	6	1	-4	-3	-0.1	1
C[C@H]1CN([C@@H](C)CO)C(=O)c2cc(NS(=O)(=O)c3cn(C)cn3)ccc2O[C@@H]1CN(C)Cc1ccc2c(c1)OCO2	-1	-8	-1	-1	-12	-20	0.0	-1
C[C@H]1CN([C@@H](C)CO)C(=O)c2cccc(NC(=O)C3CCCCC3)c2O[C@@H]1CN(C)CC1CCCCC1	15	-6	-1	-2	0	-16	-0.1	-17
COc1cccc(NC(=O)CCCNC(=O)Cn2cnc3sc(C)c(C)c3c2=O)c1	3	6	0	2	0	5	1.3	-7
CC(=O)Nc1c(-c2ccccc2)nc2ncccn12	28	-3	0	7	-2	-10	0.0	2
CCOC(=O)N1CCN(S(=O)(=O)c2ccc(C(=O)N(CCCN(C)C)c3nc4cc(OC)ccc4s3)cc2)CC1	-6	nt	2	4	-9	4	0.0	0
CNC[C@H]1Oc2ccc(NC(=O)Nc3ccc4c(c3)OCO4)cc2C(=O)N([C@H](C)CO)C[C@H]1C	23	14	nt	nt	nt	nt	0.2	2
CN1c2ccc(-c3cccc(C#N)c3)cc2[C@@H]2[C@@H](CCN2C(=O)C2CCCC2)[C@@H]1CO	nt	nt	nt	3	0	6	0.1	14
COc1ccc(CNCC(=O)Nc2ccccc2-n2cccc2)cc1	nt	6	nt	0	-1	19	0.2	23
CCOC(=O)c1ccc(S(=O)(=O)N2CCN(C(=O)C3CSC4(C)CCC(=O)N34)CC2)cc1 (configuration not stated)	-4	5	0	4	2	-3	0.1	nt
CC(C)(C)c1ccc(-c2nc(C#N)c(NCCCn3ccnc3)o2)cc1	-26	7	-2	nt	-4	2	-0.1	-9
CC(C)[C@H](NC(=O)c1ccccc1)C(=O)OCC(=O)N1CC(=O)Nc2ccccc21	-12	6	18	nt	nt	nt	0.1	-1
C[C@@H]1CN([C@@H](C)CO)C(=O)c2cc(NC(=O)C3CCCCC3)ccc2O[C@H]1CN(C)Cc1ccc(-c2ccccc2)cc1	5	-10	1	2	1	-16	-0.7	-6
CCCNC(=O)C[C@H]1CC[C@@H]2[C@H](COc3ccc(NC(=O)CCC)cc3C(=O)N2C)O1	-11	5	2	1	0	4	0.0	1
Nc1ccn([C@@H]2O[C@H](C(=O)N3CCN(C(=O)N4CCCCC4)CC3)[C@@H](O)[C@H]2O)c(=O)n1	nt	nt	nt	0	2	-7	0.0	9
CCOc1ccc(C(=O)/C=C/c2ccc(OC)c(OC)c2)cc1	nt	nt	nt	4	1	-1	0.0	10
C=C(C)Cn1c(C2CC(=O)N(c3ccccc3F)C2)nc2ccccc21 (configuration not stated)	5	nt	-1	5	12	-2	0.0	8
Cc1cc(OCc2cc(C(=O)NCC3(C)COC3)no2)cc(C)c1Cl	0	nt	-1	-2	-1	-2	0.0	-11
CCCCC(=O)Nc1ccc(C)c(S(=O)(=O)N2CCCCCC2)c1	2	-5	0	0	-2	-2	0.1	19

Complete entries as entered above. Order of screens: C2C12 statin, PGC1a acetyl inh, Cneo AK release, ERAP1 HTS inh, SIRT5 block, S100A4 inh HTS, XiGFP reactiv, LGR2 inh
Nc1ccn([C@@H]2O[C@H](C(=O)N3CCN(C(=O)N4CCCCC4)CC3)[C@@H](O)[C@H]2O)c(=O)n1 as listed: nt, nt, nt, 0, 2, -7, 0.0, 9
CC(C)(C)c1ccc(-c2nc(C#N)c(NCCCn3ccnc3)o2)cc1 as listed: -26, 7, -2, nt, -4, 2, -0.1, -9

The listing picks up, starting 2 compounds before the break.
SMILES	C2C12 statin	PGC1a acetyl inh	Cneo AK release	ERAP1 HTS inh	SIRT5 block	S100A4 inh HTS	XiGFP reactiv	LGR2 inh
Cc1cc(OCc2cc(C(=O)NCC3(C)COC3)no2)cc(C)c1Cl	0	nt	-1	-2	-1	-2	0.0	-11
CCCCC(=O)Nc1ccc(C)c(S(=O)(=O)N2CCCCCC2)c1	2	-5	0	0	-2	-2	0.1	19
O=C(COC(=O)c1cc(-c2ccccc2)nc2ccccc12)Nc1ccc2c(c1)OCO2	6	22	nt	-1	0	-7	0.0	nt
CC(C)C(=O)N1N=C(c2ccc(NS(C)(=O)=O)cc2)CC1c1cccs1 (configuration not stated)	nt	nt	1	-3	-74	0	0.1	7
O=C(NCC[C@@H]1CC[C@@H](NS(=O)(=O)c2cccc(Cl)c2)[C@H](CO)O1)c1cnccn1	16	17	-2	0	1	7	0.0	-1
C#CCn1c(=NC(=O)CN2C(=O)CCC2=O)sc2cccc(OC)c21	-4	23	nt	nt	-11	-4	-0.2	-2
CN(C(=O)c1cccc(NC(=O)Cc2cccc(NC(=O)C3CCN(C(=O)C4CCCC4)CC3)c2)c1)C1CCC1	14	-8	2	5	-1	1	nt	-4
CC(=O)c1cccc(NC(=O)C2Cc3c(-c4ccco4)ccnc3O2)c1 (configuration not stated)	-3	-2	0	0	nt	-10	0.1	-12
C[C@@H]1CCCCO[C@@H](CN(C)Cc2ccc(C(=O)O)cc2)[C@@H](C)CN([C@H](C)CO)C(=O)c2cc(NC(=O)CCC(F)(F)F)ccc2O1	nt	20	0	1	4	-2	-0.2	11
CC1(C)CC(c2nc(-c3ccc(Br)cc3)cs2)CCS1 (configuration not stated)	nt	nt	nt	2	-1	-5	0.0	17
O=C(c1c(F)cccc1Cl)N1CCN(S(=O)(=O)c2ccc3c(c2)OCCCO3)CC1	-6	-6	2	-1	-1	1	0.2	-12
Cc1onc(-c2c(Cl)cccc2Cl)c1/C(N)=N/OC(=O)C(C)(C)C	nt	3	nt	2	-3	-5	0.0	9
Cc1cc(=O)[nH]c(SCC(=O)N2CCCCCC2)n1	-3	nt	1	2	4	-5	nt	24
CC=Cc1ccc2n(c1=O)C[C@H]1[C@H](CO)[C@@H](C(=O)N3CCCCC3)N(CC3CC3)[C@@H]21 (mixture of isomers)	15	nt	0	-2	2	12	0.2	10
CCOc1ccc(C(=O)Nc2cc(S(=O)(=O)Nc3ccccc3Cl)ccc2N2CCOCC2)cc1	nt	nt	nt	-2	-1	5	0.0	-6
CCOc1cc(C(=S)N2CCCCC2)ccc1OCC(=O)NCc1ccccc1	-30	-6	-1	-6	-1	0	nt	-4
Cc1cc(/C=N/NC(=O)c2ccncc2)c(C)n1-c1ccccc1	nt	nt	nt	6	1	2	0.2	-15

Source: PubChem BioAssay
